Tb PFK block: inhibitors of T. brucei phosphofructokinase | O15648 | Potency, µM (series often up to 57.5 µM), inactives show at the highest dose activity, negative = inhibition, actives largely listed as inhibitors | T. brucei PFK, ADP-Glo luminescence | actives 0.17% (n = 330,000) | AID 485367;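 note: potency is the fitted concentration of half-maximal effect; 0% = uninhibited 1x PFK enzyme wells and -100% = no-enzyme wells; nearly all actives have a fitted effect of over 60% in size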
Target sequence (O15648 whole entry, looked up): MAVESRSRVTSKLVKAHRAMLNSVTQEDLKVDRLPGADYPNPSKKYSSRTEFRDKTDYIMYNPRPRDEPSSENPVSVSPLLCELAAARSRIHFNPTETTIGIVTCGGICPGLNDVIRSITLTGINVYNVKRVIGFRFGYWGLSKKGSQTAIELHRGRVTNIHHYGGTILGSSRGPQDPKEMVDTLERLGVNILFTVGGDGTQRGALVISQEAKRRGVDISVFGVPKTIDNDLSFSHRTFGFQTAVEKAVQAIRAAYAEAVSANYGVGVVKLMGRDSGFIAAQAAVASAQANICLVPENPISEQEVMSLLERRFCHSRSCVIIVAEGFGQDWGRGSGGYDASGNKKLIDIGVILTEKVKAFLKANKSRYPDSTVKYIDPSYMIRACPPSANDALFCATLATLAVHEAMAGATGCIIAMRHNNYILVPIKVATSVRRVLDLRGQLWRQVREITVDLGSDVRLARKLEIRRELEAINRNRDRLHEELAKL
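Compounds were pin-transferred as a titration series up to 57 uM into substrate buffer (0.5 mM F6P, 0.1 mM ATP, pH 8.0), then 1.25 nM PFK was added and reactions ran 45 min before ADP-Glo detection.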
BRCA1 expr act: activators of BRCA1 expression; MCF7-BRCA1-FFLuc reporter, luminescence, 48 h; response scale: scaled: vehicle 0%, 10 µM genistein 100%; Potency, µM (doses to about 46.1 µM), without a hit: top-dose activation, hits mostly activators; actives 1.1% (n = 380,000); AID 624202; note: potency is the fitted concentration of half-maximal effect; nearly all actives have a fitted effect of over 80% in size; some results filed as inactive show a strong effect at the top dose
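First, MCF7-BRCA1-FFLuc cells (2000/well) attach for 2 h; next, compounds are pin-added and incubated 48 h at 37 °C; finally, luciferase reagent is added and luminescence read after 15 min.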
p53 reactivator: mutant p53 re-activation in reporter cells | actives 0.063% (n = 320,000) | H1299 p53-A138V BP100-luciferase reporter, luminescence, 24 h | AID 504706 | Potency, µM (series often up to 92.2 µM), for inactives: at the top dose activity change, positive = activation, hits mostly activators; note: potency is the fitted concentration of half-maximal effect; % of control where 0% means no effect; nearly all actives have a fitted effect of over 45% in size
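H1299 (p53-null), stable ts p53-A138V + BP100-Luc; 1000 cells/well, Opti-MEM/10% FBS; cpd 4 pt, 1:5; 24 h, 37 deg C, 5% CO2; detection reagent 10 min RT; luminescence.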
FLuc counter: counter-screen for miR-21 project: firefly luciferase inhibitors or activators; P08659; actives 6.9% (n = 360,000); Potency, µM (doses to about 57.5 µM), for inactives: at the highest dose activity change, negative = inhibition, most hits filed as inhibitors; purified FLuc, Km substrates, luminescence inhibition; AID 588342;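 note: potency is the fitted concentration of half-maximal effect; plate controls were vehicle for no effect and reference inhibitor for full effect; nearly all actives have a fitted effect of over 55% in size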
Target sequence (P08659 whole entry, looked up): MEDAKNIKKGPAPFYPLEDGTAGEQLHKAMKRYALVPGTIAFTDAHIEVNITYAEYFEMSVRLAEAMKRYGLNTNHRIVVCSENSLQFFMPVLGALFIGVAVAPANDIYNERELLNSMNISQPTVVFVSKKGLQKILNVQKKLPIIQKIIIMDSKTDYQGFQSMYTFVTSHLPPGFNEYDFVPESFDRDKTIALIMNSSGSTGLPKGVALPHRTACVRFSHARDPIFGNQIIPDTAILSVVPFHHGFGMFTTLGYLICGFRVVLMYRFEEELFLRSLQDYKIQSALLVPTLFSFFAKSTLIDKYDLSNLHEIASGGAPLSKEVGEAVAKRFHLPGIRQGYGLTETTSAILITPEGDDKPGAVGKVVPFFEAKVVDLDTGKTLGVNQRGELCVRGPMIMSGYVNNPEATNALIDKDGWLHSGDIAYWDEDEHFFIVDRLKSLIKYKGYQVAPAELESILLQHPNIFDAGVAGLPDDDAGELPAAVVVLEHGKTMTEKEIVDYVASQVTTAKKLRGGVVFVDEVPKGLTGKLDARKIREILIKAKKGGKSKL
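Biochemical qHTS of compounds, final roughly 60 µM downward over six points, against 10 nM purified firefly luciferase using Km concentrations of substrates (10 uM D-luciferin, 10 uM ATP) in Tris acetate pH 7.5 buffer; luminescence output.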
RORg inh: inhibitors of mouse ROR gamma transcriptional activity. Drosophila S2 Gal4-RORgamma UAS-luciferase reporter, 20 h. Potency, µM (highest dose often 53.6 µM), for inactives: top-dose activity change, negative = inhibition, most hits filed as inhibitors. actives 5.4% (n = 310,000); note: potency is the fitted concentration of half-maximal effect; % is set by controls: 0 for no effect and ±100 for the full control effect; nearly all actives have a fitted effect of over 60% in size
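Using a luciferase readout, inhibitors were identified by reduced reporter activity in Drosophila cells coexpressing a copper-inducible Gal4–ROR gamma fusion and UAS-driven Photinus luciferase, incubated 20 hr after 700 uM copper sulfate.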
NPC1 prom act: activates the NPC1 promoter; Potency, µM (titrated, usually from 9.22 µM), inactives show at the highest dose activation, actives largely listed as activators; actives 2.4% (n = 320,000); Huh7 NPC1 promoter luciferase reporter, 24 h; AID 485313;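 note: potency is the fitted concentration of half-maximal effect; % of control where 0% means no effect; nearly all actives have a fitted effect of over 60% in size; reporter is driven by a mutant NPC1 promoter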
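Stable NPC1-promoter luciferase Huh7 line; cpd (DMSO) 24 h, 37 °C, 5% CO2; Amplite luciferase reagent 10 min RT; luminescence readout. qHTS format.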
ELG1 DNA repair: blocks ELG1-dependent DNA repair in HEK293T cells. AID 504467. HEK293T ELG1-luciferase reporter, luminescence, 16 h; DNA damage induced by 5-fluorouridine. actives 2.3% (n = 330,000). Potency, µM (highest dose often 46.1 µM), for inactives: top-dose activity change, negative = inhibition, most hits filed as inhibitors; note: potency is the fitted concentration of half-maximal effect; % is set by controls: 0 for no effect and ±100 for the full control effect; nearly all actives have a fitted effect of over 55% in size
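Cells (2,000 per well) received 5-fluorouridine plus test compound or DMSO and were incubated 16 hr at 37 °C, 5% CO2. Luciferase activity was read by luminescence 30 min after ONE-Glo addition; signal suppression marked inhibition of damage-induced ELG1 function.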
ELG1 genotox: inducers of genotoxicity in HEK293T ELG1-luciferase cells; HEK293T ELG1-luciferase reporter, luminescence, 16 h; Potency, µM (top dose mostly 46 µM), without a hit: top-dose activity change, positive = activation, most hits filed as activators; actives 1.3% (n = 330,000); AID 504466; note: potency is the fitted concentration of half-maximal effect; % of control where 0% means no effect; nearly all actives have a fitted effect of over 60% in size
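Screening used a luciferase reporter fused to human ELG1 in HEK293T cells. Luminescence was read on a CCD plate imager after 16 hr exposure and 30 min ONE-Glo incubation.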
Rab9 prom act: activators of Rab9 promoter. AID 485297. Huh7 Rab9 promoter-luciferase reporter, luminescence, 24 h. actives 2.8% (n = 320,000). Potency, µM (highest dose often 9.22 µM), for the others: at the highest dose activation, negative = inhibition, usual class: activators; note: potency is the fitted concentration of half-maximal effect; % of control where 0% means no effect; nearly all actives have a fitted effect of over 60% in size
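Luminescence read-out: Huh7 cells stably expressing Rab9-luciferase, treated 24 h with compound at 37 °C, then lysed with luciferase reagent for 10 min at ambient before reading.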
TRPV1 agonist: agonists of human vanilloid receptor 1 (TRPV1) | Q8NER1 | TRPV1-expressing cells, Fluo-8 calcium influx, agonist mode | activation, % at 8.33 µM | actives 0.19% (n = 320,000); in the data active = activation above about 80%; inconclusive = between about 30% and that limit; note: 0% is about no effect
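TRPV1-expressing cells were cultured overnight at 35.5C and loaded with Fluo-8 calcium dye for 40 to 90 min at room temperature. After a 10 s baseline, compound was added and calcium influx was read kinetically for 3 min (ex 480/em 520 nm).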
Gal4-VP16 FLuc: counter-screen for ROR gamma inhibitors: Gal4-VP16 reporter; Drosophila S2 Gal4-VP16 UAS-luciferase, luminescence, 20 h; Potency, µM (top dose mostly 53.6 µM), without a hit: top-dose activity, negative = inhibition, usual class: inhibitors; actives 3.5% (n = 310,000); AID 2546;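 note: Gal4-VP16 expression switched on by copper sulfate through the metallothionein promoter; potency is the fitted concentration of half-maximal effect; % is set by controls: 0 for no effect and ±100 for the full control effect; nearly all actives have a fitted effect of over 50% in size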
* = called active by the depositor; ? = inconclusive; · = no result given; & = joins results of further samples; ! = not active in a repeat; [ ] = another dose, or the depositor's remark. Unless noted, calls come from the whole dose curve; as a rule, active = well fitted curve in the direction sought with a large enough effect; inconclusive = small, poorly fitted or top-dose-only effect, or another doubt; inactive = no such curve, though single readings can be large; an effect the other way counts as inactive or inconclusive.

item	canonical_smiles	Tb PFK block	BRCA1 expr act	p53 reactivator	FLuc counter	RORg inh	NPC1 prom act	ELG1 DNA repair	ELG1 genotox	Rab9 prom act	TRPV1 agonist	Gal4-VP16 FLuc
1	Cc1noc(C)c1COC(=O)c1ccc2c(c1)S(=O)(=O)c1ccccc1C2=O	2%	-17%	-14%	2%	3%	-3%	-20%	-3%	-7%	2	-5%
2	CCN(Cc1ccccc1)C(=O)COC(=O)CNC(=O)c1ccc(C)s1	-4%	-1%	-2%	5%	-5%	4%	1%	1%	-9%	2	-4%
3	Cn1cccc1C(=O)OCC(=O)NC(=O)NC1CCCCC1	-9%	93%	15%	-19%	8%	21%	?	12%	25%	-1	-13%
4	CC1CCCC(NC(=O)CCNC(=O)c2ccccc2Cl)C1C (centres undefined)	0%	-22%	6%	5%	·	-8%	-3%	1%	-6%	0	·
5	N#CC(=C=[N-])c1nc2ccccc2nc1-[n+]1cccc(NC(=O)c2ccccc2)c1	3%&-5%	-10%	3%&-3%	-4%&5%	5µM*!	4%&1%	9%&2%	1%&1%	0%&-3%	9	?
6	Cc1ccc(N2C(=O)c3ccccc3C2=O)nc1	9%	-13%	2%	-17%	8%	-1%	2%	0%	-7%	-4	17%
7	COc1cc(C)c(S(=O)(=O)Nc2ccc(CC(=O)O)cc2)cc1C	-3%	0%	-4%	-4%	?	1%	5%	3%	-2%	3	-4%
8	CCCCN(C)CCCNC(=O)C1CC(=O)N(Cc2ccc(OC)cc2)C1 (centres undefined)	·	-14%	·	0%	-13%	·	·	·	·	-4	-14%
9	O=c1[nH]cnc2sc(-c3ccccc3)cc12	2%	13µM*	22%	15µM*	-63%	20%	?	19%	?	2	-2%
10	CC1CCC(NC(=O)C2CCN(C(=O)Nc3ccccc3)CC2)CC1 (centres undefined)	0%	38%	14%	·	·	0%	20%	6%	9%	13	·
11	Cc1cc(=O)oc2cc(OCCSc3nnc(-c4ccccc4)o3)ccc12	-6%	1%	-2%	-2%	24%	1%	-28%	-1%	2%	3	0%
12	O=c1cc2c(nn1Cc1cccc(Cl)c1)-c1ccccc1CC2	0%	5%	-14%	1%	17%	12%	1%	-2%	-1%	?	2%
13	COc1cccc(N2C(=NC(=O)C3CCCO3)SC3CS(=O)(=O)CC32)c1 (centres undefined)	3%	0%	-1%	-1%	9%	-19%	0%	-3%	-6%	-2	-2%
14	CCCCn1c(N)c(N(CCOC)C(=O)CSc2nnc(-c3ccncc3)n2CCC)c(=O)[nH]c1=O	-4%	-11%	-4%	4%	·	-3%	0%	-2%	2%	1	·
15	C/C(=N\S(=O)(=O)c1ccc(C)cc1)NC(=S)Nc1ccccc1	1%	49%	2%	-4%	11µM*	-11%	14%	-1%	-1%	2	-13%
16	CCOC(=O)C1CCN(C(=O)c2ccc(Br)o2)CC1	-4%	0%	-6%	-1%	26%	1%	7%	8%	6%	·	-4%
17	O=C(CSc1nnnn1-c1ccccc1)Nc1ccc(N2CCOCC2)cc1	-5%	0%	-3%	6%	1%	1%	0%	-1%	-28%	0	-10%
18	CN(C)C=Nc1nc2ccccc2nc1N1CCCC1	2%	-16%	-4%	-1%	-30%	1%	-4%	-1%	1%	-3	7%
19	CCOC(=O)c1ccccc1NC1OC(=O)c2ccccc21 (centres undefined)	3%	35%	-3%	4%	-6%	-3%	0%	3%	-6%	0	-14%
20	CCCCCCCc1n[nH]c(=S)n1Cc1ccccc1	1%	-2%	0%	1%	1.3µM*	-1%	-19%	-3%	0%	-1	?
21	O=C(CCC(=O)Nc1ccc(F)cc1)N/N=C/c1ccc(O)cc1	3%	3%	6%	-1%	-18%	-1%	7%	2%	-4%	-5	2%
22	Cc1cc(C)n(CC(=O)NNC(=O)C2CC(=O)N(Cc3ccccc3Cl)C2)n1 (centres undefined)	-6%	-7%	-4%	3%	-11%	2%	-2%	6%	0%	-2	0%
23	COc1ccc(C(=O)Nn2c(SCC(=O)c3ccccc3)nc3ccccc3c2=O)cc1	-4%	87%	27%	6.7µM*	11µM*	1.4µM*	?	?	0.56µM*	25	?
24	O=C(Cn1cnc2c(cnn2-c2ccccc2)c1=O)OCc1ccccc1	-1%	?	?	11µM*	19%	23%	?	7%	4µM*	3	13%

Arranged by SMILES length (falling): 8 of the compounds above
item	canonical_smiles	Tb PFK block	BRCA1 expr act	p53 reactivator	FLuc counter	RORg inh	NPC1 prom act	ELG1 DNA repair	ELG1 genotox	Rab9 prom act	TRPV1 agonist	Gal4-VP16 FLuc
14	CCCCn1c(N)c(N(CCOC)C(=O)CSc2nnc(-c3ccncc3)n2CCC)c(=O)[nH]c1=O	-4%	-11%	-4%	4%	·	-3%	0%	-2%	2%	1	·
13	COc1cccc(N2C(=NC(=O)C3CCCO3)SC3CS(=O)(=O)CC32)c1 (centres undefined)	3%	0%	-1%	-1%	9%	-19%	0%	-3%	-6%	-2	-2%
8	CCCCN(C)CCCNC(=O)C1CC(=O)N(Cc2ccc(OC)cc2)C1 (centres undefined)	·	-14%	·	0%	-13%	·	·	·	·	-4	-14%
10	CC1CCC(NC(=O)C2CCN(C(=O)Nc3ccccc3)CC2)CC1 (centres undefined)	0%	38%	14%	·	·	0%	20%	6%	9%	13	·
3	Cn1cccc1C(=O)OCC(=O)NC(=O)NC1CCCCC1	-9%	93%	15%	-19%	8%	21%	?	12%	25%	-1	-13%
16	CCOC(=O)C1CCN(C(=O)c2ccc(Br)o2)CC1	-4%	0%	-6%	-1%	26%	1%	7%	8%	6%	·	-4%
20	CCCCCCCc1n[nH]c(=S)n1Cc1ccccc1	1%	-2%	0%	1%	1.3µM*	-1%	-19%	-3%	0%	-1	?
9	O=c1[nH]cnc2sc(-c3ccccc3)cc12	2%	13µM*	22%	15µM*	-63%	20%	?	19%	?	2	-2%

Next part:
item	canonical_smiles	Tb PFK block	BRCA1 expr act	p53 reactivator	FLuc counter	RORg inh	NPC1 prom act	ELG1 DNA repair	ELG1 genotox	Rab9 prom act	TRPV1 agonist	Gal4-VP16 FLuc
25	O=S(=O)(c1ccc(Cl)cc1)c1nc(-c2ccco2)oc1N1CCCCC1	0%	-22%	-4%	-2%	?	5%	-29%	-7%	5%	?	-7%
26	CCOc1ccc(-c2nnc(NC(=O)CCCOc3cccc(C)c3)o2)cc1	-1%	63%	?	?	6.3µM*	1%	?	6%	2%	-1	?
27	CS(=O)(=O)c1ccc(-c2nnc(NC(=O)c3ccc(S(=O)(=O)N4CCCC4)cc3)o2)cc1	-3%	0%	8%	3%	·	-1%	6%	-6%	-3%	0	·
28	Cn1c(SCC2CCCCC2)nnc1-c1ccncc1	0%	24%	16%	-18%	?	2%	?	18%	17%	?	14%
29	O=C(O)CSc1nc2ccccc2n1C1CCCCC1	0%	-13%	-3%	-1%	37%	-5%	21%	5%	-2%	0	2%
30	CCOC(=O)CCC(NC(=O)c1ccc(NCN2C(=O)c3ccccc3C2=O)cc1)C(=O)OCC (centres undefined)	3%	0%	6%	1%	-2%	1%	6%	-5%	7%	-2	7%
31	CC1=C(C(=O)OCC(C)C)C(c2cc3c(cc2Br)OCO3)NC(=O)N1C (centres undefined)	4%	-13%	-17%	1%	30%[0.365 µM]	0%	-1%	-5%	3%	-3	·
32	C=CCn1c(SCC(=O)Nc2ccc(F)cc2)nc2cc(C(=O)O)ccc2c1=O	1%	-10%	7%	-17%	8%	-1%	-5%	-1%	-3%	-2	-21%
33	O=C(COC(=O)CCOc1ccccc1)Nc1cc(S(=O)(=O)N2CCCCC2)ccc1Cl	0%	-11%	-4%	1%	·	-1%	11%	-4%	6%	5	·
34	CCOC(=O)c1[nH]c(C)c(/C(O)=C2\C(=O)C(=O)N(CCCn3ccnc3)C2c2ccncc2)c1C (centres undefined)	24µM*	-14%	-3%	-1%	-2%	-3%	4%	-1%	7%	0	1%
35	O=C(CN1CCN(C(=O)c2ccccc2)CC1)Nc1ccccc1	-20%	7%	4%	-2%	-24%	0%	6%	0%	-3%	4	3%
36	O=c1cc(-c2ccccc2)nc2n1Cc1ccccc1-2	4%	-69%	4%	?	-14%	2%	15%	13%	0%	6	2%
37	Cc1[nH]ccc(=O)c1OCc1ccccc1	-2%	-1%	8%	5%	34%	-1%	15%	0%	0%	1	-13%
